# TR SRC2 fluor cs – Texas Red fluorescence interference in TRb-SRC2 counter-screen; TRb/SRC2 Texas Red total fluorescence interference; Potency, µM (doses to about 106 µM), without a hit: at the highest dose fluorescence change, negative = quenching; actives 0.29% (n = 280,000); active means well fitted curve in either direction with a large enough effect; inconclusive means small, poorly fitted or top-dose-only effect; further: potency means the concentration at half of the fitted maximal effect; on the % scale 0 is the no-effect control and ±100 the full control effect
#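 Human TRb ligand-binding domain at 0.6 uM with 20 nM Texas Red SRC2 peptide in Tris buffer containing 1 uM T3 and 5% DMSO, incubated with compound 5 h at ambient temperature. Total fluorescence (555/632 nm) calculated as parallel + 2 × perpendicular.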
# Epigenetic reg – epigenetic control regulation, reporter derepression | Potency, µM (top dose mostly 53.9 µM), inactives show top-dose GFP activation, usual class: activators | murine LDR cells, GFP reporter derepression, 30 h | actives 0.2% (n = 280,000) | AID 1865; further: potency means the concentration at half of the fitted maximal effect; % of control where 0% means no effect; nearly all actives have a fitted effect of over 60% in size
#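 GFP-positive cell count by laser-scanning cytometry (objects 20–120 um) after 30 h, 37 C compound exposure of murine LDR cells; reporter is CMV-GFP integrated at a silenced locus, inducible by HDAC or DNMT inhibitors.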
# NPSR antag – antagonists of human neuropeptide S receptor cAMP signaling; CHO-NPSR cells, cAMP TR-FRET, antagonist mode; Potency, µM (top dose mostly 38.3 µM), without a hit: at the top dose activity change, negative = inhibition, hits mostly inhibitors; actives 1% (n = 220,000); AID 1461; further: potency means the concentration at half of the fitted maximal effect; on the % scale 0 is the no-effect control and ±100 the full control effect; nearly all actives have a fitted effect of over 50% in size; many of its hits are not listed in these tables
# TRb SRC2 PPI – disrupts binding of human TR beta to SRC2. P10828. TRbeta-SRC2 peptide binding, fluorescence polarization; receptor liganded with 1 µM T3. Potency, µM (highest dose often 106 µM), without a hit: at the highest dose activity change, negative = inhibition, actives largely listed as inhibitors. actives 0.065% (n = 280,000). AID 1469;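 further: potency means the concentration at half of the fitted maximal effect; plate controls were bound peptide for no effect and peptide without receptor for full effect; nearly all actives have a fitted effect of over 50% in size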
#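 TRb LBD 0.6 uM + Texas Red SRC2 peptide 20 nM, 1 uM T3, Tris buffer w/ 5% DMSO; compound pinned, 5 h RT; FP read ex 555/em 632; normalized to unbound and bound controls.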
# Tau fluor cs – counter-screen for tau fibril formation inhibitors. tau K18 P301L Alexa594 fluorescence, heparin fibrillization. actives 0.93% (n = 280,000). Potency, µM (series often up to 57.7 µM), for the others: at the top dose activity change, negative = decrease. AID 1463; further: potency means the concentration at half of the fitted maximal effect; on the % scale 0 is the no-effect control and ±100 the full control effect; nearly all actives have a fitted effect of over 55% in size
#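 Human tau K18 P301L (15 uM unlabeled, 0.24 uM Alexa 594-labeled) in 100 mM sodium acetate pH 7 with 20 uM heparin, 6 hr at 37 C. ThT 30 uM added, 1 hr ambient; Alexa 594 FP and total fluorescence read at 555/632 nm.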
# CBFb-RUNX1 inh – CBF-beta/RUNX1 interaction disruption. Q01196+Q13951. AlphaScreen CBFb-His/RUNX1-biotin binding, biochemical. Potency, µM (top dose mostly 59.8 µM), without a hit: at the highest dose activity, negative = inhibition, most hits filed as inhibitors. 230,000 tested, under 10 active. AID 1477; further: % of control where 0% means no effect
# Target sequence (Q01196 whole entry, looked up): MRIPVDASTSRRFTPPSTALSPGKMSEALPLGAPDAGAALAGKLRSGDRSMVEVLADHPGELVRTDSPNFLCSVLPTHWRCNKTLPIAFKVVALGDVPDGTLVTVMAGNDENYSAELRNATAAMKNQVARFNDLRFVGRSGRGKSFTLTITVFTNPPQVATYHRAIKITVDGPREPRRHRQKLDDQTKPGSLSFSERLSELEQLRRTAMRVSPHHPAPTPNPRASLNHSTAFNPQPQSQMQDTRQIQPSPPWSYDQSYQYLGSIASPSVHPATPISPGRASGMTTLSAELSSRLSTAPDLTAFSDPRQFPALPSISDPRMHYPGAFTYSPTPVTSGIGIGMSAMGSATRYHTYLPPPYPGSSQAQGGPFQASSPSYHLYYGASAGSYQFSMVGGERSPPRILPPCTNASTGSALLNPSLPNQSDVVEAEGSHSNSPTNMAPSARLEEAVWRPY
# Target sequence (Q13951 whole entry, looked up): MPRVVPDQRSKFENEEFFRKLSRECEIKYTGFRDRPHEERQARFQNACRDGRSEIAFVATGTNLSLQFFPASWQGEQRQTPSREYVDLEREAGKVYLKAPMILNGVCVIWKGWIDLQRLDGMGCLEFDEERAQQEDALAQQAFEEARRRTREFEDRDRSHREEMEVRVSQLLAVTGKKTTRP
#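 AlphaScreen binding: CBFb-His and RUNX1-biotin (30 nM each) preincubated 20 min, compound added for 15 min, then nickel and streptavidin beads for 90 min, all at room temperature. Disruption of the interaction by any mechanism counts as activity.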
# Tau FP inhib – inhibitors of human tau fibril formation; actives 0.39% (n = 280,000); Potency, µM (series often up to 57.7 µM), without a hit: top-dose activity, negative = inhibition, actives largely listed as inhibitors; K18 P301L tau heparin fibrillization, Alexa594 FP, 6 h; P10636; AID 1468; further: potency means the concentration at half of the fitted maximal effect; on the % scale 0 is the no-effect control and ±100 the full control effect; nearly all actives have a fitted effect of over 55% in size
# Target sequence (P10636 561-689 P618L limits assumed): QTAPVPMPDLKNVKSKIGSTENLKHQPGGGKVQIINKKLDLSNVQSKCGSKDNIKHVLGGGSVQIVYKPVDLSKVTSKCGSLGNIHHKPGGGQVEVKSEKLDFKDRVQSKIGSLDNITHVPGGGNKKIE
#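 Human tau K18 […] P301L fragment, 15 uM unlabeled plus 0.24 uM Alexa 594-labeled tau (final), with compound and 20 uM heparin in 100 mM sodium acetate pH 7; 6 hr at 37 C, then Alexa 594 FP read.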
# aGal spleen mod – inhibitors or activators of human alpha-galactosidase in spleen homogenate. P06280. actives 0.008% (n = 240,000). Potency, µM (series often up to 80 µM), for inactives: at the top dose activity change, negative = inhibition, usual class: inhibitors. human spleen homogenate, 4MU-alpha-Gal fluorescence, 40 min. AID 2107;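 further: potency means the concentration at half of the fitted maximal effect; 0% = enzyme with vehicle and -100% = no enzyme basal signal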
#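 Inhibition or activation of alpha-galactosidase in human spleen homogenate is scored by 4-MU fluorescence after 40 min at 37C, pH 5.0, with 1 mM substrate. AC50s come from concentration-response fitted to the Hill equation.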
# * hit, by the source's call; ? = inconclusive; · = no result given; & = joins results of further samples; [ ] = another dose, or the depositor's remark. Unless noted, the call rests on the fitted dose curve; in most records, active means well fitted curve in the direction sought with a large enough effect; inconclusive means small, poorly fitted or top-dose-only effect, or another doubt; inactive means no such curve, though single readings can be large; an effect the other way counts as inactive or inconclusive. An excerpt; rates above refer to the full screens.
cpd	compound	TR SRC2 fluor cs	Epigenetic reg	NPSR antag	TRb SRC2 PPI	Tau fluor cs	CBFb-RUNX1 inh	Tau FP inhib	aGal spleen mod
1	COc1ccc(NC(=O)c2cnc(N3CCCC3)nc2)cc1OC	-2%	-4.1%	·	-9%	-10%	·	-2%	·
2	CCn1c(SCC(=O)N/N=C/c2ccccc2OCC(=O)O)nnc1-c1ccc(C)cc1	0%	0.0%	57%	-9%	-13%	5%	-6%	2%
3	COc1cc(=O)[nH]c(=O)n1CC(=O)c1ccccc1	2%	0.0%	6%[46.1 µM]	0%	-2%	-2%	-7%	2%
4	CCCn1nnc(NC(=O)Cc2ccccc2)n1	3%	-1.2%	3%[46.1 µM]	2%	4%	6%	1%	-2%
5	CCOc1ccc(C2C(C(=O)Nc3ccccc3)=C(C)Nc3nc(-c4ccccc4)nn32)cc1OC (stereo not given)	0%	-2.8%	·	-2%	?	·	1%	·
6	Cc1ccsc1CN(Cc1ccco1)C(=O)c1ccc(Cl)cc1	1%	-0.9%	·	-5%	-2%	·	2%	·
7	CCCc1n[nH]c(=S)n1Cc1ccco1	0%	1.1%	26%	4%	-4%	10%	2%	1%
8	FCCCOc1ccc(CN2CCN(c3ccccc3F)CC2)cc1	-5%	-1.9%[10.1 µM]	-11%	-8%	-6%	-1%	1%	-5%
9	Nc1nc(Nc2cccc(F)c2)nc2ccccc12	-2%	0.0%	20%[46.1 µM]	3%	-23%	3%	-8%	-3%
10	COc1ccc2[nH]c3c(=O)n4c(nc3c2c1)SCC4	-9%	0.0%	18%	2%	-10%	-3%	1%	11%
11	COc1ccc(-c2noc(-c3cc(-c4ccc(F)cc4)n[nH]3)n2)cc1	-1%	2.4%	·	1%	-25%	·	?	·
12	COc1ccc(CCNC(=O)c2cc(=O)[nH]c3ccc(Br)cc23)cc1OC	3%	0.0%	-5%	-10%	-9%	5%	-10%	4%
13	Cc1ccc(-c2csc(C3C(N)=NC(S)=C(C#N)C34CCCCC4)n2)cc1 (stereo not given)	0%	-2.8%	-6%[46.1 µM]	-8%	?	-30%	-4%	-1%
14	FC(F)(F)c1cccc(NC(=S)NCC(c2cccnc2)N2CCOCC2)c1 (stereo not given)	-24%	-1.1%	23%	3%	-6%	-4%	-7%	-2%
15	COc1ccc(S(=O)(=O)NCCCCNS(=O)(=O)c2ccc(OC)cc2)cc1	1%	-1.0%	-13%[46.1 µM]	-11%	-3%	15%	-14%	-7%
16	CC(=O)OC/C=C(C)/C=C/C=C(C)/C=C/C1=C(C)CCCC1(C)C	0%	-1.0%&2.9%&0.0%	·	2%	-10%&-15%&-7%	4%	?	-1%&-3%&-6%&-14%
17	CC(C)c1nnc(NC(=O)CCCCCN2C(=O)C3C4C=CC(C4)C3C2=O)s1 (stereo not given)	-8%	0.7%	-8%[46.1 µM]	2%	-7%	-5%	11%	11%
18	N#Cc1c(NCCN)nc(NCc2ccccc2)c2c1CCN(Cc1ccccc1)C2	5%	-5.0%	-10%[46.1 µM]	-18%	-17%	?	-9%	12%
19	CCCCC[C@H](O)/C=C/[C@H]1C(=O)C[C@H](O)[C@@H]1C/C=C\CCCC(=O)O	1%&0%	1.1%&-1.1%	·	4%&-11%	-8%&-3%	12%&1%	-5%&-5%	-8%&-8%
20	Fc1cccc(/C=C2\CCCC3=C2NC(=S)NC3c2cccc(F)c2)c1 (stereo not given)	0%	-0.3%	?	-2%	-12%	?	0%	1%
21	Nc1cc(=O)[nH]c(SCc2nc3ccccc3n2Cc2ccccc2)n1	2%	0.0%	-14%[46.1 µM]	-3%	3%	-25%	1%	3%
22	O=C(O)CNS(=O)(=O)Cc1ccccc1	-1%	1.9%	-29%	2%	5%	-1%	-2%	-2%
23	CCCC1OC2CC3C4CCC5=CC(=O)C=CC5(C)C4C(O)CC3(C)[C@]2(C(=O)CO)O1 (stereo not given in full)	-2%	-0.3%	·	-1%	5%	19%	10%	8%
24	O=C(O)C1C2C=CC(C2)C1C(=O)Nc1cccc(F)c1 (stereo not given)	-3%	0.0%	7%[46.1 µM]	-3%	-1%	3%	6%	1%
25	CCOC(=O)N/N=C(/c1ccccc1)C1CCCCC1	-2%	-1.4%	-11%	1%	2%	6%	3%	6%
26	COc1ccccc1NC(=O)Nc1c(C)nn(C)c1C	-2%	1.3%	14%	-7%	0%	3%	-6%	-3%
27	COc1cc(NS(=O)(=O)c2ccc(NC(=S)NC(=O)c3sc4ccccc4c3Cl)cc2)ncn1	8%	-1.1%	-15%	10%	-9%	-1%	1%	4%
28	O=C(c1cccc([N+](=O)[O-])c1)n1nc(-c2ccccc2)nc1NCc1ccccc1	-2%	0.0%	-20%[46.1 µM]	8%	-24%	3%	7%	-15%
29	O=C(/C=C/c1cccs1)NC(=S)Nc1ccc(C(=O)O)cc1	-2%	0.5%	?	11%	-9%	-2%	-2%	7%
30	CC(Cc1ccccc1)C(=O)N1CCN(C)CC1 (stereo not given)	0%&-9%	-3.1%&2.7%	18%	-4%&3%	-6%&-1%	0%[2.36 µM]	-1%&3%	7%&-7%
31	CC/C(C)=N/NC(=S)NCc1ccco1	-4%	0.1%	-2%	-8%	-5%	-13%	10%	-11%
32	Cc1ccc(N=Cc2cccc(O)c2O)c(C)c1	-21%	13%	-15%[46.1 µM]	?	?	?	8.9µM*	11%
33	CCCNC(=O)Cn1c(=O)oc2ccccc21	-6%	0.0%	8%[46.1 µM]	1%	-3%	3%	-6%	-3%
34	COC(=O)C1=C(C(=O)OC)[C@@H]2N(Cc3ccccc3)c3ccccc3[C@@]23C[C@@H](C(=O)OC)N(C(C)=O)C3=N1	-3%[11.2 µM]	-0.7%	-16%	7%[11.2 µM]	-4%[11.6 µM]	8%[13.1 µM]	2%[11.6 µM]	-4%[17.5 µM]
35	COc1cc(OC)c(NC(=O)CCc2c(C)nc3c4c(C)cc(C)nc4nn3c2C)cc1Cl	0%	-4.6%	·	-4%	-24%	·	-3%	·
36	CCc1sc(N(C(=O)Cc2ccccc2)c2cccc(F)c2)nc1-c1ccc(C)cc1	-2%	3.2%	-3%[46.1 µM]	8%	-10%	2%	-7%	-3%
37	N#Cc1nc(-c2cccc(Cl)c2)oc1NCc1cccnc1	-3%	0.0%	5%[46.1 µM]	4%	-28%	-8%	16%	-22%
38	S=c1[nH]nc(-c2ccc(Cl)cc2)n1/N=C/c1ccco1	-3%	0.1%	?	-6%	-25%	3%	-4%	-12%
39	CSc1ccccc1NC(=O)CN(C)Cc1cc(=O)n2ccsc2n1	-1%	0.1%	23%	-2%	-9%	3%	-10%	-1%
40	O=C(C#Cc1ccccc1)c1cccc([N+](=O)[O-])c1	-11%	-0.7%	?	0%	?	-14%	-9%	3%
41	COc1cc(-c2nc3sccn3c2Nc2cccc(C)c2)ccc1O	2%	-0.9%	·	0%	?	·	16%	·
42	COc1ccc(C2(NC(C)=O)CCN(C(=O)c3cccs3)CC2)cc1	-3%	-1.1%	9%[46.1 µM]	0%	-1%	9%	-2%	5%
43	CCn1c(SCC(=O)Nc2cc(NC(C)=O)ccc2OC)nnc1-c1ccncc1	2%	-1.1%	-10%[46.1 µM]	3%	-1%	3%	4%	1%
44	CCOC(=O)C(=O)Nc1ccc(F)cc1	1%	4.5%	-1%[46.1 µM]	-20%	-3%	18%	?	11%
45	O=S(=O)(CCN1CCN(c2ccccn2)CC1)c1ccc(Cl)cc1Cl	2%	0.0%	-5%[7.67 µM]	6%	-10%	0%	-2%	2%
46	Cc1ccc(C(=O)N/N=C/c2ccc(-c3cccc(C(F)(F)F)c3)o2)cn1	0%	0.0%	-51%	-4%	-18%	4%	-10%	6%
47	O=C(NCc1cccnc1)C1CCC(c2ccc(Cl)cc2)CC1 (stereo not given)	-1%	-3.0%	17%	-5%	-11%	12%	-3%	9%
48	COc1ccc(N2C(=O)c3ccccc3NC23CCCCC3)cc1	-4%	0.8%	-3%[46.1 µM]	-3%	4%	2%	2%	-1%
49	O=C(O)CSCC(=O)NCc1ccccc1Cl	-1%	-0.1%	20%	-3%	6%	-2%	5%	3%
50	COc1ccc(NC(=S)Nc2ccc(S(=O)(=O)N3CCOCC3)cc2)c(OC)c1	1%	-1.0%	5%	-3%	-19%	-1%	8%	-4%
51	CCN=C(N/N=C/c1ccc([N+](=O)[O-])cc1)SC	-4%	-0.8%	-4%[46.1 µM]	-7%	0%	-8%	0%	2%
52	CCOC(=O)C1=C(O)C(=O)NC(c2ccccc2)=C(OCC)C1	-1%	3.5%	-11%	1%	3%	10%	-1%	-2%
53	COc1ccc(N2C(=O)CC(Sc3n[nH]c(-c4ccc(C)cc4)n3)C2=O)cc1 (stereo not given)	-1%	17%	-4%	-2%	0%	0%	-2%	1%
54	O=C(O)CCCN1C(=O)/C(=C/c2ccc(-c3nc4ccccc4s3)o2)SC1=S	-3%	-2.2%	?	5%	-28%	1%	-13%	1%
55	O=C(Nc1ccc(F)cc1)Nc1ccc(Oc2ncnc3cc(Cl)ccc23)nc1	-9%	1.1%	4%	5%	4%	4%	-8%	-5%
56	O=C(CN(C1CCCCC1)S(=O)(=O)c1ccc(F)cc1)NCCCO	1%	-0.6%	-5%[46.1 µM]	0%	-10%	0%	-12%	4%
57	CCN1CCn2c1nc(N1CCCCC1)nc2=O	3%	-1.1%	-4%[46.1 µM]	2%	6%	7%	-1%	1%

# Pulled one by one from above:
cpd	compound	TR SRC2 fluor cs	Epigenetic reg	NPSR antag	TRb SRC2 PPI	Tau fluor cs	CBFb-RUNX1 inh	Tau FP inhib	aGal spleen mod
56	O=C(CN(C1CCCCC1)S(=O)(=O)c1ccc(F)cc1)NCCCO	1%	-0.6%	-5%[46.1 µM]	0%	-10%	0%	-12%	4%
55	O=C(Nc1ccc(F)cc1)Nc1ccc(Oc2ncnc3cc(Cl)ccc23)nc1	-9%	1.1%	4%	5%	4%	4%	-8%	-5%

# Assay outcomes from PubChem.
